Screening results from PubChem.
Cav3 T inh: Cav3.2 calcium influx blockers – cell-based, Fluo-4 calcium fluorescence, FDSS, MLSMR library, primary screen; B-score at 10 µM; Cav3.2-expressing cells; hits give low values; Voltage-dependent T-type calcium channel subunit alpha-1H (Homo sapiens), O95180; hit rate 4% among 100,000;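 active = single-dose well whose peak fluorescence ratio is a statistical outlier from its plate by either plate-standardised score or position-corrected B-score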
An asterisk follows results filed as active. The list is partial. The share of hits here may be higher or lower than overall.

Cav3 T inh | smiles
0.32 | Cc1occc1C(=O)NC1CCCc2ccccc21 (stereo not given)
-0.086 | CCCC(=O)N(CCc1ccc(OC)cc1)Cc1nc2ccccc2c(=O)[nH]1
-3.6 | COc1ccc(-c2c(C#N)c(SCC(=O)Nc3ccccc3)nc3c2CCCC3)cc1
0.4 | CCN1C(=O)c2cccc3c(S(=O)(=O)Nc4ccccn4)ccc1c23
-0.76 | COc1ccc(NC(=O)c2ccco2)cc1NC(=O)c1ccc(C)cc1
-5.7* | FC(F)Sc1ccc(NC(=S)NCC2CCCCC2)cc1
-1.1 | Cc1ccc(CN(C(=O)CNC(=O)c2cccs2)C(C(=O)NCC2CCCO2)c2ccccc2)cc1 (stereo not given)
-0.023 | CCOC(=O)C1=C(CNCc2ccccc2Cl)NC(=O)NC1c1ccc2c(c1)OCO2 (stereo not given)
0.55 | Cc1ccc(C(=O)c2cncc(Br)c2)cc1
0.49 | Cc1ccc(C(=O)NC2CCCCCC2)cc1N1CCCC1=O
-4.7* | CCOc1ccc(NC(=O)CSC(N)=O)cc1
1.3 | COCCNC(=O)c1cc2c3ccccc3n(C)c2s1
-0.76 | CCn1c(=O)cc(SCC(=O)N2CCN(c3ccccc3OC)CC2)c2ccccc21
0.092 | CCOc1ccc(/C=C/C2=Cc3c(sc(NC(=O)CSc4n[nH]c(N)n4)c3C#N)C(C)(C)C2)cc1
0.052 | CCOC(=O)c1c(C)[nH]c(C(=O)COc2ccc3c(c2)OCO3)c1C

The results go on.
Cav3 T inh | smiles
-0.53 | Cc1cc(C(=O)N2CCN(c3ccccc3)CC2)c(C)o1
0.38 | Cn1c(-c2cc3ccc(OC(=O)C(C)(C)C)cc3oc2=O)nc2ccccc21
0.42 | CCCNC(C)C(=O)Nc1ccccc1C (stereo not given)
0.017 | Cc1ccc(CNc2ccc(N3CCOCC3)cc2)s1
-2.5 | CNc1nc(C)cc(C)c1S(=O)(=O)c1ccc(Cl)cc1
-0.17 | COc1cc(CNc2cccc(F)c2)cc(Br)c1O
0.7 | COc1ccc(CN(Cc2nc3ccccc3c(=O)[nH]2)C(=O)NC2CCCCC2)cc1
-1.2 | O=C(CN1CCN(C(=O)N2CCOCC2)CC1)Nc1ccc(Br)cc1
1 | CCN(CC)S(=O)(=O)c1ccc(NC2c3ccccc3C(=O)N2CCN2CCOCC2)cc1 (stereo not given)
-6* | O=C(CN(c1ccc(Cl)cc1)S(=O)(=O)c1ccccc1)N/N=C/c1ccco1
-0.021 | O=C1N(Cc2ccccc2F)c2ccccc2C12OCCCO2
-2.2 | COc1ccc(-c2nc(-c3ccccc3OC)no2)cc1OC
-0.35 | CCOc1ccc(-n2ccnc2SCC(=O)Nc2nnc(C)s2)cc1
-1.4 | COC(=O)C1C2C=CC(C3CC23)C1C(=O)OCC(=O)c1ccccc1 (stereo not given)
-3.7 | Cc1cccc(-c2noc(CCCOc3ccc(Cl)cc3Cl)n2)c1

Additional results:
Cav3 T inh | smiles
0.086 | Cc1ccc(N2C(=O)CSC2c2ccccn2)cc1Cl (stereo not given)
0.54 | O=C(Cn1nc(-c2ccccc2)ccc1=O)NCc1ccc2c(c1)OCO2
-1.1 | COc1ccc2[nH]c(=O)c(CN(CC3CCCO3)C(=O)Nc3ccc(F)cc3)cc2c1 (stereo not given)
-0.39 | COC(=O)c1ccc(C23CC4(C2)[C@H](CN(Cc2ccc(C(F)(F)F)cc2)[C@@H]4c2ccccc2)C3c2ccccc2)cc1 (stereo not given in full)
0.032 | COc1ccc(S(=O)(=O)N(C)CC(=O)Nc2ccc3c(c2)OCO3)cc1
-4.7* | CC(C)Oc1ccc(/C=N/NC(=O)C2CCCN2S(=O)(=O)c2ccc(Cl)cc2)cc1 (stereo not given)
-0.54 | NS(=O)(=O)c1ccc(NC(=O)N[C@@H](Cc2ccccc2)C(=O)O)cc1
-0.64 | COC(=O)Nc1nc(-c2ccccc2)c(C(=O)c2ccc(Cl)cc2)s1
-5.8* | O=C(Nc1ccc(Cl)cc1)[C@@H]1[C@@H]2C(=O)N(c3ccc(Cl)cc3)C(=O)[C@@H]2[C@H]2C=CC=NN21
-1.2 | CC(C)c1cc(-c2cc(C(=O)NCc3ccccc3)on2)nc(NC2CCCC2)n1
-0.34 | O=c1[nH]c2ccccc2nc1Cc1ccccc1
0.83 | CCN(CC)C(=O)CSc1nnc(C2CCCCC2)o1
1.3 | O=C(NCc1cccnc1)c1cccc2c1C(=O)N(Cc1cccnc1)C2
-1.2 | O=C(O)CCc1ccc(-c2cccs2)n1Cc1ccco1
-3.8* | CCOC(=O)/C=C1\SCC(=O)N1CC(=O)Nc1ccc(C(C)C)cc1

(list continues)
Cav3 T inh | smiles
0.07 | COC(=O)C1=C(C(=O)OC)[C@@H]2N(C)c3ccc(OC)cc3[C@@]23C[C@@H](C(=O)OC)N(C(=O)c2cc(C)oc2C)C3=N1
0.2 | CCOc1ccc(OCC)c(NC(=O)C(NS(=O)(=O)c2ccc3c(c2)oc(=O)n3C)C(C)C)c1 (stereo not given)
1.3 | Cc1nn2c3ccccc3nc2c2ccccc12
1.6 | O=c1[nH]c(Nc2ccccn2)cc2ccccc12
0.95 | O=C1c2ccccc2C(=O)N1CCCc1nc(-c2cccnc2)no1
-2.4 | Cc1c(C#N)c(N=CN(C)C)c(C(=O)c2ccc(Br)cc2)n1-c1ccc(Cl)cc1
-6.1* | Nc1nonc1C(=O)NCCNCc1ccccc1OCc1ccccc1F
-0.88 | CCCCc1ccc(Nc2ncccc2C#N)cc1
-0.95 | CS(=O)(=O)N(Cc1ccccc1)c1ccccc1C(=O)N1CCN(c2ccccc2)CC1
0.8 | O=C(CSc1nnc(Cc2ccccc2)n1-c1cccc(Cl)c1)N1CCOCC1
-3.8 | CCCCCOC(=O)c1[nH]c2c(c1C)C(=O)CC(c1ccco1)C2 (stereo not given)
0.057 | O=C1CN(C(=O)c2cccs2)c2ccccc2N1
0.17 | Cc1ccc(NC(=S)N/N=C/c2ccc(Cl)c([N+](=O)[O-])c2)cc1
0.0013 | CC1(C)N=C(N)N=C(N)N1c1ccccc1
-2.8 | C[C@@]12CC(=O)NC1N(C(=O)c1cccc(C(F)(F)F)c1)C(c1ccccc1OC(=O)c1cccc(C(F)(F)F)c1)C2 (stereo not given in full)

Shown as tab-separated lines: entries from further up
SMILES	Cav3 T inh
Cc1nn2c3ccccc3nc2c2ccccc12	1.3
O=c1[nH]c(Nc2ccccn2)cc2ccccc12	1.6
O=C1c2ccccc2C(=O)N1CCCc1nc(-c2cccnc2)no1	0.95
Cc1c(C#N)c(N=CN(C)C)c(C(=O)c2ccc(Br)cc2)n1-c1ccc(Cl)cc1	-2.4

Carrying on:
Cav3 T inh | smiles
-1 | CCOC(=O)c1c(NC(=O)CSc2c[nH]c3ccccc23)sc2c1CCC2
-0.3 | CCC(c1nnnn1C1CCCC1)N1CCN(c2ccccc2)CC1 (stereo not given)
-1.6 | OCCNc1cc(-n2nc(-c3ccccc3)cc2-c2ccccc2)ncn1
0.32 | Nc1cc(=O)[nH]c(=O)n1Cc1ccccc1
-0.4 | CCOc1ccc(C(C)NC(=O)Nc2ccccc2C(=O)OC)cc1 (stereo not given)
0.55 | CCN(Cc1cc2ccccc2[nH]c1=O)C(=O)C1CCCCC1
-0.81 | CCNS(=O)(=O)c1ccc(S(=O)(=O)N(Cc2ccccn2)C2CCCCC2)cc1
1.4 | CCn1ncc(C2=NOC(C(=O)Nc3c(C)nn(Cc4ccc(F)cc4)c3C)C2)c1C (stereo not given)
0.15 | CCOc1cc(C(=O)Nc2c(C)ccc3nsnc23)cc(OCC)c1OCC
0.13 | Fc1ccccc1N1CCN(Cc2nc(-c3ccc(Cl)cc3Cl)no2)CC1
-1.3 | CCCCn1c(SCC(=O)Nc2nnc(C)s2)nnc1-c1ccoc1C
-0.23 | COc1ccc(CNc2ccc3c(c2)CCC3)cc1OC
-4.9* | O=C(Cn1nc(C(F)(F)F)c2c1CCCC2)Nc1ccc2c(c1)OCO2
0.9 | Cc1ccc(-c2nn(C)c(=O)c3ccccc23)cc1S(=O)(=O)NCCN1CCOCC1
-4.9* | CCOc1ccc(C2=NNC(c3cccs3)=Nc3ccc(OC)cc32)cc1

More structures.
Cav3 T inh | smiles
1.2 | Cc1nn(CCc2nn[nH]n2)c2nc(C(F)(F)F)cc(C(F)(F)F)c12
0.65 | O=C(C1CCN(S(=O)(=O)c2cccc3nsnc23)CC1)N1CCc2ccccc21
-0.045 | N#Cc1ccc(-c2ccc(F)cc2)nc1Sc1ccccc1
0.029 | Cc1nc2cc(NC(=O)N3CCC(c4ccccc4)C3)ccc2n1C (stereo not given)
-2.3 | O=S(=O)(c1ccc(Oc2ccccc2)cc1)N1CCOCC1
0.073 | c1ccc(-c2nn3nnnc3c3ccccc23)cc1
-3.1 | O=c1[nH]c(=O)n(Cc2ccco2)c2c1C(C(F)(F)F)(C(F)(F)F)N=C(Cc1ccccc1)N2
-1.3 | COc1ccc(S(=O)(=O)Nc2cc(C)c(O)cc2C(C)C)cc1
-2.1 | COc1ccccc1-c1cc(C(=O)NC(C)c2ccccc2)no1 (stereo not given)
0.52 | COc1ccnc(N=CNOCc2ccc(C)cc2)c1C#N
0.41 | CCCCN(C)Cc1c(O)ccc2c(-c3ccccc3)cc(=O)oc12
0.66 | O=C(COC(=O)C1(c2ccccc2F)CCCC1)N1CCOCC1
-3.9 | CCOC(=O)c1sc(NC(=O)c2c(C)nn(Cc3ccccc3)c2C)cc1C
-4.5* | COc1ccc(OC)c(Nc2cc(-c3ccccc3)nc(N)n2)c1
1.1 | CN1C(=O)CC(P(=O)(c2ccccc2)c2ccccc2)N(C)C1=O (stereo not given)

The listing continues:
Cav3 T inh | smiles
-0.81 | COC(=O)C1=C(N)Oc2cc(C)n(CCc3ccccc3)c(=O)c2C1c1cccnc1 (stereo not given)
0.52 | CCOc1ccc2nc(SCC#N)c(C#N)cc2c1
-0.04 | Cc1ccc(-c2nnc(CSc3nc(C(C)C)nc4sc(C)c(C)c34)o2)cc1
0.71 | Cc1cn(C(=O)c2cccc(Br)c2)c(C)n1
-1.9 | O=C(CN(Cc1ccccc1)S(=O)(=O)c1ccccc1)N/N=C/c1ccccc1[N+](=O)[O-]
-1.8 | COc1cc(-c2nnc(CSc3nc4ccccc4s3)o2)cc(OC)c1OC
-2.3 | Cc1ccccc1-c1nnc(-c2ccc(Br)cc2)o1
2.4 | CCN(CC)C(=O)c1ccc(CS(=O)(=O)c2ccc(OC)cc2)o1
0.12 | COc1cccc(C(=O)Nc2cccc(-c3nc4ncccc4o3)c2C)c1
0.48 | Cc1ccc(-c2nnc(SCC(=O)Nc3sc(C)c(C)c3C#N)n2C)cc1
-0.045 | Nc1nonc1-c1nc2ccccc2n1CC(=O)N/N=C\c1ccc(-c2ccc(Cl)cc2)o1
-6.1* | CCN(CC)S(=O)(=O)c1ccc(NC(=O)Cn2c(=O)sc3ccccc32)cc1
-0.017 | COCc1cc(C)nc2sc(C(=O)NC3CCCCC3)c(N)c12
0.41 | Cc1cc2cc(CCNC(=O)C(C)C)c(=O)[nH]c2cc1C
0.17 | Cc1ccc(-n2c(COc3c(C)cccc3C)nnc2SCC(=O)Nc2nccs2)cc1

Additional compounds follow:
Cav3 T inh | smiles
-2.3 | COC(=O)c1[nH]c2cccc(Cl)c2c1NC(=O)CN(C)C1CCCCC1
-2 | Cc1ccccc1S(=O)(=O)c1c(C)cc(C)n(CC(C)C)c1=O
-3.3 | c1ccc(-c2nc(CSc3nnc(-c4cccs4)o3)cs2)cc1
-2.3 | O=C(Nn1nnnc1Nc1ccccc1)C12CC3CC(CC(C3)C1)C2
-0.75 | CCCCCn1c(CN2CCCCC2C)nc2c1c(=O)n(C)c(=O)n2C (stereo not given)
-0.18 | O=C(c1ccc(Br)o1)N1CCN(c2ccccn2)CC1
-0.25 | CC(C)C1C2=C(CC(C)(C)CC2=O)ON1c1ccccc1 (stereo not given)
0.41 | Cn1c(=O)c2c(nc(N3CCCC3)n2CC(O)CO)n(C)c1=O (stereo not given)
-0.66 | CCCCNC(=O)Nc1cc(C(=O)OC)ccc1C
-0.57 | Cc1cc(/C=C2\C(=N)N3C(SCc4ccccc4)=NSC3=NC2=O)c(C)n1Cc1ccccc1
0.89 | Oc1ccc(Cl)cc1C1=NCCNC(C(F)(F)C(F)F)=C1
0.22 | O=C(CCCCCN1C(=O)CCC1=O)NCc1ccccc1
-1.4 | N#CCCn1c(SCC(=O)c2c[nH]c3ccccc23)nc2ccccc21
0.041 | COc1ccccc1N1CCN(C(=O)c2c(C)cc(=O)oc2C)CC1
0.17 | CCOC(=O)c1cnc2nc(NCc3ccc(OC)c(OC)c3)[nH]n2c1=O

Seven structures from above, sorted by SMILES length, rising.
Cav3 T inh | smiles
0.32 | Cc1occc1C(=O)NC1CCCc2ccccc21 (stereo not given)
0.32 | Nc1cc(=O)[nH]c(=O)n1Cc1ccccc1
-0.045 | N#Cc1ccc(-c2ccc(F)cc2)nc1Sc1ccccc1
-3.3 | c1ccc(-c2nc(CSc3nnc(-c4cccs4)o3)cs2)cc1
-1.2 | O=C(CN1CCN(C(=O)N2CCOCC2)CC1)Nc1ccc(Br)cc1
0.12 | COc1cccc(C(=O)Nc2cccc(-c3nc4ncccc4o3)c2C)c1
0.48 | Cc1ccc(-c2nnc(SCC(=O)Nc3sc(C)c(C)c3C#N)n2C)cc1

(more compounds)
Cav3 T inh | smiles
-0.16 | O=C(C[n+]1cc2ccccc2c2ccccc21)c1ccccc1
-0.73 | CCCOc1ccc(CNC(=O)Cn2c(=O)oc3ccccc32)cc1
-3.8 | O=C(Nc1ccccc1N1CCN(C(=O)c2ccc(Cl)cc2)CC1)c1ccc(Br)cc1
-0.12 | CCOC(=O)c1c(C)oc2ccc(O)cc12
0.12 | CC(=O)c1cccc(Nc2nc(=O)c3cccnc3s2)c1
-2.8 | COc1cc2c(cc1NC(=O)C(C)N1CCN(S(=O)(=O)c3ccc(C)c(C)c3)CC1)oc1ccccc12 (stereo not given)
0.49 | C/C(=C\C(=O)OCCCCCCCCC(=O)O)C[C@@H]1OC[C@H](C[C@@H]2O[C@H]2[C@@H](C)[C@H](C)O)[C@@H](O)[C@H]1O
